Bcl-2 Bim block = inhibitors of Bim-Bcl-2 binding, primary screen, biochemical, multiplexed, human Bcl-2 family. actives 0.06% (n = 190,000). Bead-based flow cytometry, Bim peptide-Bcl-2 binding. inhibition, % at 10 µM. AID 950, 2007. Apoptosis regulator Bcl-2 (Homo sapiens), P10415; in the data active = inhibition above about 40%; inconclusive = no clear call, values can overlap the other calls;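 also: 0% = no compound wells with probe peptide and 100% = reference peptide inhibitor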
Mcl1 Noxa PPI = Mcl-1/Noxa binding inhibitors, primary screen, biochemical, TR-FRET, 1536-well. TR-FRET Mcl-1/Noxa peptide binding, 2 h. inhibition, % at 21.7 µM. actives 1.5% (n = 220,000). AID 1022, 2008;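 active = compounds that cut the protein-peptide binding signal by more than 50% relative to plate controls in a single-dose test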;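 also: His-tagged Mcl-1 with rhodamine Noxa BH3 peptide and terbium anti-His antibody; 0% = Mcl-1 plus Noxa peptide wells and 100% = peptide-only wells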
Target sequence (Q07820 whole entry, looked up): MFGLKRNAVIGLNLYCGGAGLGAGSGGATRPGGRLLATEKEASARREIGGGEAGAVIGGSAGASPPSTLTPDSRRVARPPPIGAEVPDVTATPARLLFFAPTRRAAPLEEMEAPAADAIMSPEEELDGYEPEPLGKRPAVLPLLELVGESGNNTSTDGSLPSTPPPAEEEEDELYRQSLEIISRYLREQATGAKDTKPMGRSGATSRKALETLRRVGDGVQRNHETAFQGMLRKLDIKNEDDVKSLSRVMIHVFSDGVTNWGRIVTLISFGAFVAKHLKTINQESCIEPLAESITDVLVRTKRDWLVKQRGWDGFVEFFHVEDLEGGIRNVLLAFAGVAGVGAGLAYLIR
RGS8-Gao reg = RGS8-Galphao binding modulators, primary screen, biochemical, multiplexed bead flow cytometry. AID 1423, 2008. actives 0.34% (n = 220,000). response (percent of control binding), % at 10 µM. actives lie on both sides. Guanine nucleotide-binding protein G(o) subunit alpha (Homo sapiens), P09471; in the data active = response below about 60% or above about 140%; inactive = in between;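 also: Galphao activated as the GDP aluminium fluoride complex binding bead-coupled RGS8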
Bfl-1 Bim block = inhibitors of Bim binding to Bfl-1, primary screen, biochemical, multiplexed, bead-based flow cytometry; Bim-Bfl-1 binding inhibition; inhibition, % at 10 µM; actives 0.12% (n = 190,000);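 also: 0% = wells without compound plus tracer and 100% = blocker peptide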
Bim-Mcl-1 = inhibitors of Bim peptide binding to Mcl-1, primary screen, biochemical, bead-based flow cytometry, multiplex; inhibition, % at 10 µM; Bim peptide-Mcl-1 binding; Induced myeloid leukemia cell differentiation protein Mcl-1 (Homo sapiens), Q07820; actives 0.1% (n = 190,000);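 also: 0% = no compound tracer wells and 100% = peptide blocker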
RGS7-Gao reg = RGS7-Galphao binding modulators, primary screen, biochemical, multiplexed bead flow cytometry. actives lie on both sides. binding response (% of control), % at 10 µM. actives 0.35% (n = 220,000); in the data active = binding response below about 49% or above about 150%; inconclusive = no clear call, values can overlap the other calls; inactive = in between;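 also: fluorescent Galphao held in activated GDP-AlF4 state binding bead-coupled RGS7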
Bim-Bcl-W = inhibitors of Bim binding to Bcl-W, primary screen, biochemical, multiplexed, bead-based flow cytometry; Bcl-2-like protein 2 (Homo sapiens), Q92843; Bim peptide-Bcl-W binding; inhibition, % at 10 µM; actives 0.02% (n = 190,000);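 also: 0% = bound tracer without compound and 100% = peptide blocker; higher means less fluorescent Bim peptide bound to Bcl-W beads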
Target sequence (Q92843 whole entry, looked up): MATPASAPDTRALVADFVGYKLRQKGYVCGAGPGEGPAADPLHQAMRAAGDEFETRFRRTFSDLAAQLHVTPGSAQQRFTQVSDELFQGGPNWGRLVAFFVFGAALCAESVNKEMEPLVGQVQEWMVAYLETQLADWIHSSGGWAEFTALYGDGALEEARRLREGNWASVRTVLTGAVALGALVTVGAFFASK
Mcl1 Bid PPI = Mcl-1/Bid binding inhibitors, primary screen, biochemical, TR-FRET, 1536-well | Induced myeloid leukemia cell differentiation protein Mcl-1 (Homo sapiens), Q07820 | TR-FRET Mcl-1/Bid-Dy647 peptide binding | inhibition, % at 21.7 µM | actives 0.97% (n = 220,000) | AID 1021, 2008;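 active = compounds that cut the binding signal by more than half at the single screening dose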;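 also: His-tagged Mcl-1 with europium anti-His antibody binding Bid BH3 peptide; 0% = Mcl-1 plus peptide wells and 100% = peptide-only wells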
Bim-Bcl-XL = inhibitors of Bim-Bcl-XL binding, primary screen, biochemical, multiplexed, bead flow cytometry, human Bcl-XL. AID 1007, 2008. inhibition, % at 10 µM. Bcl-2-like protein 1 (Homo sapiens), Q07817. actives 0.04% (n = 190,000). Bim peptide-Bcl-XL binding, fluorescence
Target sequence (Q07817 whole entry, looked up): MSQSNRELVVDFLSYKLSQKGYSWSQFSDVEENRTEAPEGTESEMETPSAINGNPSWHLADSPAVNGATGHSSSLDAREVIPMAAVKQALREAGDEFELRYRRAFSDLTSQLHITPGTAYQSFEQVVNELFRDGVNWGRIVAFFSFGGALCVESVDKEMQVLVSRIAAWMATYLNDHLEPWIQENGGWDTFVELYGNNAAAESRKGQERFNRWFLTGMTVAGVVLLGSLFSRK
RGS4-Gao reg = modulators of RGS4 binding to Galphao, primary screen, biochemical, multiplexed bead flow cytometry; actives 0.33% (n = 220,000); binding response (% of control), % at 10 µM; AID 1415, 2008; actives lie on both sides; Guanine nucleotide-binding protein G(o) subunit alpha (Homo sapiens), P09471; in the data active = binding response below about 49% or above about 150%; inactive = in between;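 also: fluorescent Galphao activated with aluminum fluoride binding bead-coupled RGS4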
Bcl-B Bim block = inhibitors of Bim-Bcl-B binding, primary screen, biochemical, multiplexed, human Bcl-2 family. Bcl-2-like protein 10 (Homo sapiens), Q9HD36. bead-based flow cytometry, Bim peptide-Bcl-B binding. inhibition, % at 10 µM. actives 0.073% (n = 190,000). AID 951, 2007;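 also: 0% = tracer peptide without compound and 100% = reference inhibitor peptide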
Target sequence (Q9HD36 whole entry, looked up): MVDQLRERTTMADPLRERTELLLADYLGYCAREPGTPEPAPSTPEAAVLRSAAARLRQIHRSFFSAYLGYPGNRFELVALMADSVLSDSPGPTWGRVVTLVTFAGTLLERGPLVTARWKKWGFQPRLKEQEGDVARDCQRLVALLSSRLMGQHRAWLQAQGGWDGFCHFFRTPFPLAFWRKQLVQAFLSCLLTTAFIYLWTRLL
* = called active by the depositor; u = inconclusive; x = no result given. Rule as the data show it, unless noted: active = inhibition above about 40%.

SMILES	Bcl-2 Bim block	Mcl1 Noxa PPI	RGS8-Gao reg	Bfl-1 Bim block	Bim-Mcl-1	RGS7-Gao reg	Bim-Bcl-W	Mcl1 Bid PPI	Bim-Bcl-XL	RGS4-Gao reg	Bcl-B Bim block
O=C(CC1CCCCC1)NCCOc1ccccc1	3	9	100	-1	0	100	-1	-7	-2	100	0
Nc1cc(CN2C(=O)c3ccccc3C2=O)cc(Cl)c1O	-10	21	103	-16	-6	100	-6	-23	-8	101	-7
CC(C)COC(=O)Nc1nnc(Cc2ccccc2)s1	-3	3	101	-2	3	98	1	-2	0	102	0
CCOC(=O)c1sc(N2N=C(C)C(N=Nc3cccc(C)c3)C2=O)nc1C (centres undefined)	x	35	104	x	x	u	x	86*	x	102	x
CC1CCN(C(C)C(=O)Nc2ccccc2-c2ccccc2)CC1 (centres undefined)	-2	24	99	-2	-5	98	-3	44	0	101	1
COc1ccc(C(=O)NC(C(=O)NCc2ccccc2OC)C(C)C)cc1 (centres undefined)	0	7	101	-5	4	107	-2	-30	-3	106	1
COc1cccc(/C=N/NC(=O)c2[nH]c(C)c(C(=O)N/N=C/c3cccc(OC)c3)c2C)c1	0	22	99	0	0	121	3	-30	5	108	0
O=C(CCCc1nc(-c2ccccc2Cl)no1)N1CCOCC1	0	14	99	-3	1	99	-1	-23	-4	101	-1
CCC1(C)Cc2c(sc3nc(NC)n(C)c(=O)c23)CO1 (centres undefined)	2	11	99	3	0	96	0	16	0	96	0
CCOC(=O)CC1Sc2ccccc2NC1=S (centres undefined)	x	6	102	x	x	u	x	-32	x	101	x
C=CCNC(=S)N1CCN(S(=O)(=O)c2ccc(C)cc2)CC1	x	11	100	x	x	u	x	-59	x	90	x
COc1ccc(/C(C)=N/OC/C(O)=C(\C#N)c2nc3ccccc3[nH]2)cc1OC	3	40	100	-4	0	85	0	6	-1	100	-2
CC1(C)Oc2ccc(NC(=O)C3COc4ccccc4O3)cc2O1 (centres undefined)	-8	1	102	-9	-1	98	1	-14	-1	102	-7
COc1ccc2cc(/C=N/O)c(Cl)nc2c1	-4	0	96	-7	-3	93	-3	-9	-4	94	-8
COC(=O)c1ccccc1NC(=O)NCc1ccncc1	0	-10	99	0	-1	99	-1	-20	-4	100	-1
CCCNC(=O)c1c(N)n(-c2cccc(OC)c2)c2nc3ccccc3nc12	0	16	101	0	0	100	-1	-1	0	99	-11
CCSc1nc2c(cnn2-c2ccc(C)c(C)c2)c(=O)[nH]1	-2	-143	92	-4	-1	94	-7	-1	-8	92	-6
Cc1cc(-c2nnc(SCC(=O)Nc3ccccc3C(F)(F)F)o2)c(C)n1-c1ccccc1	-10	12	101	-11	-1	100	2	1	-3	103	-8
Cc1ccc(N=Cc2c(O)n(-c3ccc4c(c3)OCO4)c(=O)c3ccccc23)cc1	3	29	104	4	9	94	12	22	7	97	2
Cc1ccc(N)c(C(O)(C(F)(F)F)C(F)(F)F)c1	-9	-16	103	-14	-2	101	-2	-29	-4	102	-5
COC(=O)c1c(SCC(=O)Nc2ccc(C)cc2)nc(=O)[nH]c1C	1	10	102	-2	2	101	0	-17	0	102	-1
O=C1CC(c2ccccc2Cl)=NN(c2ncnc3ccccc23)C1=O	0	25	94	-1	-1	u	3	-18	-3	92	-7
CN(C)c1ccc(NC(=O)CN2CCN(S(=O)(=O)c3cc(Cl)ccc3Cl)CC2)cc1	-8	-10	101	-15	-3	100	-1	-51	-8	101	-10
O=C(c1ccccc1)c1ccc2c(c1)OCCCO2	x	-11	99	x	x	u	x	-9	x	88	x
CCCn1c(=O)c(C(=O)NCC2CCCO2)c(O)c2ccccc21 (centres undefined)	0	17	99	-7	2	101	0	-19	0	99	-1
Cc1ccc(NC(=S)N(CCN2CCCCC2)Cc2ccco2)cc1Cl	-1	23	98	0	-1	u	-3	-52	-5	106	-36
Cc1ccc(N2C(=O)C(CC(=O)Nc3cccc(F)c3)N(CCc3ccncc3)C2=O)cc1 (centres undefined)	1	-6	103	-2	0	100	1	-5	-2	100	-1
O=C(CCC(=O)N1CCN(c2ccc(F)cc2)CC1)c1ccc(F)cc1	x	-4	105	x	x	u	x	-38	x	105	x
CCSc1nnc(NC(=O)C2CC(=O)N(Cc3ccccc3)C2)s1 (centres undefined)	-3	-2	103	-7	0	107	1	2	-1	103	-7
COc1ccccc1-n1c(SCC(=O)Nc2ccc(C)cc2)nc(O)cc1=O	-10	32	105	-12	0	110	-1	-17	-7	105	-7
Cc1ccccc1OCC(O)CN1CCN(c2ccc(Cl)cc2)CC1 (centres undefined)	x	0	100	x	x	u	x	-6	x	101	x
O=C(CSc1nnc(CN2CCOCC2)n1-c1ccccc1)N1CCc2ccccc21	-8	8	98	-18	-2	100	-4	-31	-6	100	-7
COc1cc(NC(=O)COC(=O)c2ccccc2F)cc(OC)c1	-4	7	103	-9	-5	102	-2	-3	-5	100	-11
Cc1cc(Nc2nc3ccccc3nc2Cl)n(-c2ccc([N+](=O)[O-])cc2)n1	-8	24	81	-11	-3	74	4	-13	-4	68	-7
Cc1ccc(C2=NOC(C)(c3nnc(-c4ccc(F)cc4)o3)C2)cc1 (centres undefined)	x	-24	100	x	x	u	x	-43	x	98	x
CCc1nnc(NC(=O)C2CCCN2C(=O)Nc2ccccc2OC)s1 (centres undefined)	-3	2	106	0	-3	112	-4	-25	0	116	-1
COc1ccc(C)cc1NC(=O)COCC(=O)O	-6	8	98	-6	2	98	5	-25	-1	100	-7
CCCNC(=O)CC1Sc2ccccc2NC1=O (centres undefined)	-7	5	102	-12	0	102	0	-10	-7	99	-6
CC(=O)c1ccc(NC(=O)CSc2nnc(-c3ccco3)c(-c3ccco3)n2)cc1	7	79*	87	31	9	96	11	-77	8	100	-4
CCOC(=O)c1c(NC(=O)C2C3CCC(O3)C2C(=O)O)sc2c1CCCC2 (centres undefined)	2	10	88	-6	-3	93	1	-24	-2	84	0
CC(C)CC(=O)c1c[nH]c(C(=O)NCc2cccs2)c1	-1	-15	102	-9	4	98	0	-19	0	102	-1
O=C(Nc1ncnc2c1CCC2)C12CC3CC(CC(C3)C1)C2	11	4	101	8	8	95	8	-7	8	94	13
CCCC(C)NC(=O)c1ccc2[nH]c3c(c2c1)CC(C)CC3 (centres undefined)	-6	3	99	1	-4	100	0	-20	-8	99	-2
COCC(=O)n1nc(-c2ccccc2)nc1NCc1ccccc1	-4	-4	99	-2	0	u	0	-23	0	97	1
CC(=O)NCCn1c(SCc2cc(F)ccc2F)nc2ccccc2c1=O	0	25	104	-1	-1	100	-1	3	1	103	0
O=C(OCC(=O)N1CCN(c2ccccc2)CC1)C1=COCCO1	-2	9	104	-6	-1	98	0	-10	-1	96	-3
Cc1ccccc1-n1c(N)c(C(=O)Nc2ccc(F)cc2)sc1=S	-7	2	102	0	-11	112	-7	-31	-13	100	-43
COc1ccccc1NC(=O)Cn1c(CN2CCCCC2)nc2ccccc2c1=O	2	11	128	1	-4	116	-3	-26	-7	124	-4
O=C(Nc1ccc(N2CCCC(O)C2)cc1)c1snc2c(=O)[nH]cnc12 (centres undefined)	-5	21	98	-18	-1	97	0	-11	-2	96	-6
CCc1nn(-c2ccccc2)c2c1-c1cc(OC)c(OC)cc1C1(N2)C(=O)Nc2ccccc21 (centres undefined)	-7	26	88	-6	-4	92	-2	-1	0	89	-5

Remaining list, next part
SMILES	Bcl-2 Bim block	Mcl1 Noxa PPI	RGS8-Gao reg	Bfl-1 Bim block	Bim-Mcl-1	RGS7-Gao reg	Bim-Bcl-W	Mcl1 Bid PPI	Bim-Bcl-XL	RGS4-Gao reg	Bcl-B Bim block
CCN(Cc1ccccc1)C(=O)COC(=O)c1cc(=O)[nH]c2ccccc12	0	14	99	-2	-1	92	0	-8	-2	97	-5
CC(C)CNc1cc(=O)n(C)c(=O)n1C	-4	13	107	-11	0	103	1	-31	0	104	-9
O=C(CSc1nnc2scc(-c3ccccc3)n12)NCc1ccco1	-2	4	104	-1	-2	107	-3	-6	-4	116	-9
CCOC(=O)C1CCN(C(=O)CC(NS(=O)(=O)c2ccc(OC)cc2)C(C)C)CC1 (centres undefined)	4	3	107	2	6	101	2	1	-3	107	4
CCN(CC)S(=O)(=O)c1cccc(NC(=O)c2ccc(Br)cc2)c1	-3	19	106	-3	3	100	0	-6	-1	106	-3
CCCCSC1=N/C(=C/c2ccsc2)C(=O)N1c1ccccc1	-1	-13	103	-1	-4	102	-5	-24	-5	101	-5
COc1ccc(CC(=O)Nc2nccs2)cc1OC	0	10	94	0	-3	96	-4	-3	-6	93	-6
CC1(C)C(=O)OC(c2ccccc2)C(C)(C)C1=O (centres undefined)	x	5	100	x	x	u	x	-6	x	98	x
Cc1[nH]nc(SCC(=O)NC2CCCCC2)c1[N+](=O)[O-]	0	6	103	-2	-1	99	3	-3	1	103	-1
CCOC(=O)Cc1csc(NC(=O)c2ccc(C)cc2)n1	-5	4	103	-6	0	104	1	-7	0	107	0
CC(=O)N(c1ccccc1)c1ccc([N+](=O)[O-])cc1[N+](=O)[O-]	-16	18	100	0	-5	100	-3	-9	-8	99	-15
CCCN1C(=O)C(Cc2nc3ccccc3c(=O)n2C)c2ccccc21 (centres undefined)	0	-10	99	-1	-1	97	-3	-2	-2	98	1
COCCn1c(Sc2nc(C)cs2)nc2c1c(=O)[nH]c(=O)n2C	-1	-15	96	-1	-4	97	-1	-10	-3	98	-2
O=c1c2ccccc2nc(-c2ccccc2)n1Cc1ccco1	-3	-26	97	-3	0	97	2	-28	0	87	1

Of the compounds above, these contain a nitro group on carbon:
SMILES	Bcl-2 Bim block	Mcl1 Noxa PPI	RGS8-Gao reg	Bfl-1 Bim block	Bim-Mcl-1	RGS7-Gao reg	Bim-Bcl-W	Mcl1 Bid PPI	Bim-Bcl-XL	RGS4-Gao reg	Bcl-B Bim block
Cc1cc(Nc2nc3ccccc3nc2Cl)n(-c2ccc([N+](=O)[O-])cc2)n1	-8	24	81	-11	-3	74	4	-13	-4	68	-7
Cc1[nH]nc(SCC(=O)NC2CCCCC2)c1[N+](=O)[O-]	0	6	103	-2	-1	99	3	-3	1	103	-1
CC(=O)N(c1ccccc1)c1ccc([N+](=O)[O-])cc1[N+](=O)[O-]	-16	18	100	0	-5	100	-3	-9	-8	99	-15

Not a hit list; about 2.7% have a hit in one of these screens.
